# PTPN22 inh 2 = blocks human PTPN22 phosphatase activity; recombinant LYP catalytic domain, DiFMUP fluorescence; 96,000 compounds, 0.21% hits; Q9Y2R2; inhibition, % at 2 µM; AID 640;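 active = inhibition at 2 µM at or above a set limit, the screen mean plus 3 SD, cut at about 24% in these data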;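 also: 0% = DMSO with enzyme and 100% = enzyme fully blocked by orthovanadate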
# Calb biofilm kill = kills Candida albicans biofilms | 85,000 compounds, 0.14% hits | C. albicans biofilm + clotrimazole, Alamar Blue | AID 834 | inhibition, % at 6 µM;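 active = inhibition above 20%; inactive = inhibition below 20%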;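 also: preformed 24 hr biofilms exposed to compound for 48 hr; 0% = biofilm without compound and 100% = blank killed by clotrimazole plus chlorhexidine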
# CYP2C9 inhib = blocks human cytochrome P450 2C9. P11712. CYP2C9 Supersomes, luciferin-H conversion, luminescence. inhibition, % at 5 µM. 96,000 compounds, 20% hits. AID 777;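 active = blocking of liver enzyme CYP2C9 beyond about 50% at 5 µM, limit read from the data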; also: values of inactives mirror those of a sister screen read the other way
# LYP act = LYP (human) phosphatase activation; Q9Y2R2; recombinant LYP, DiFMUP fluorescence; 0 = plate median, 100 = signal doubled; activation, % at 2 µM; 96,000 compounds, 0.11% hits; AID 697;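 active = activation at 2 µM above a set limit, the mean plus 5 SD, cut at about 37% in these data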
# HIV Rev-RRE inh = inhibitors of HIV-1 Rev-RRE RNA interaction | Rev peptide-RRE RNA binding, FRET | 97,000 compounds, 0.79% hits | P05866 | AID 704 | inhibition, % at 8 µM;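 active = inhibition above the screen-wide mean plus 3 SD, cut at about 35% in these data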;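 also: 0% = median DMSO wells and 100% = median Neomycin B control wells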
# Target sequence (P05866 whole entry, looked up): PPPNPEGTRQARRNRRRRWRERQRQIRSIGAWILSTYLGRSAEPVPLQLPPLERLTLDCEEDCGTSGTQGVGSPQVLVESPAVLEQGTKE
#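 Test system – labelled RRE RNA duplex and labelled Rev peptide · Signal – fluorescein-to-Cy5 FRET, 480 nm excitation · Evaluation – % inhibition of FRET ratio versus controls · Benchmarks – DMSO low control, neomycin B high control · Incubation – 5 min RNA-compound premix plus 15 min binding step, 25 °C · Medium – HEPES pH 7.5 salt buffer with EDTA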
# PLK1 inh = blocks human PLK1 kinase activity; AID 619; inhibition, % at 10 µM; 97,000 compounds, 0.53% hits; recombinant PLK1 kinase, TR-FRET peptide phosphorylation;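 active = inhibition of 50% or more in the single-concentration screen; inactive = inhibition below 50%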;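 also: 0% = DMSO max control and 100% = H-89 dihydrochloride min control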
# Plk1 PBD FP = Plk1 (human) PBD binding inhibition; Plk1 PBD phosphopeptide binding, fluorescence polarization; inhibition, %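 (tested at about 20 µM)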; 97,000 compounds, 0.13% hits; AID 693; in the data active = inhibition above about 34%, passing the limit was not always enough
# CYP2C9 activ = CYP2C9 (human) activation. recombinant CYP2C9, luciferin-H conversion, luminescence; active compounds read high; factor 1 = untreated enzyme, 0 = blocked. activation factor at 5 µM. 96,000 compounds, 1.4% hits. AID 1024;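 active = activation factor of 2 or more for CYP2C9 at a 5 µM dose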;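 also: 0 = sulfaphenazole-blocked wells and 1 = vehicle-only wells; values of inactives mirror those of a sister screen read the other way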
# EphB4 ephrin blk = EphB4-ephrin-B2 interaction antagonism; 97,000 compounds, 0.15% hits; EphB4 LBD / TNYL-RAW-Alexa532 peptide, fluorescence polarization; inhibition, % at 7 µM;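 active = inhibition above the screen-wide mean inhibition plus 3 SD, cut at about 15% in these data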;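 also: 0% = DMSO wells and 100% = excess unlabeled TNYL-RAW peptide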
# Target sequence (P54760 whole entry, looked up, the tested form may be a part): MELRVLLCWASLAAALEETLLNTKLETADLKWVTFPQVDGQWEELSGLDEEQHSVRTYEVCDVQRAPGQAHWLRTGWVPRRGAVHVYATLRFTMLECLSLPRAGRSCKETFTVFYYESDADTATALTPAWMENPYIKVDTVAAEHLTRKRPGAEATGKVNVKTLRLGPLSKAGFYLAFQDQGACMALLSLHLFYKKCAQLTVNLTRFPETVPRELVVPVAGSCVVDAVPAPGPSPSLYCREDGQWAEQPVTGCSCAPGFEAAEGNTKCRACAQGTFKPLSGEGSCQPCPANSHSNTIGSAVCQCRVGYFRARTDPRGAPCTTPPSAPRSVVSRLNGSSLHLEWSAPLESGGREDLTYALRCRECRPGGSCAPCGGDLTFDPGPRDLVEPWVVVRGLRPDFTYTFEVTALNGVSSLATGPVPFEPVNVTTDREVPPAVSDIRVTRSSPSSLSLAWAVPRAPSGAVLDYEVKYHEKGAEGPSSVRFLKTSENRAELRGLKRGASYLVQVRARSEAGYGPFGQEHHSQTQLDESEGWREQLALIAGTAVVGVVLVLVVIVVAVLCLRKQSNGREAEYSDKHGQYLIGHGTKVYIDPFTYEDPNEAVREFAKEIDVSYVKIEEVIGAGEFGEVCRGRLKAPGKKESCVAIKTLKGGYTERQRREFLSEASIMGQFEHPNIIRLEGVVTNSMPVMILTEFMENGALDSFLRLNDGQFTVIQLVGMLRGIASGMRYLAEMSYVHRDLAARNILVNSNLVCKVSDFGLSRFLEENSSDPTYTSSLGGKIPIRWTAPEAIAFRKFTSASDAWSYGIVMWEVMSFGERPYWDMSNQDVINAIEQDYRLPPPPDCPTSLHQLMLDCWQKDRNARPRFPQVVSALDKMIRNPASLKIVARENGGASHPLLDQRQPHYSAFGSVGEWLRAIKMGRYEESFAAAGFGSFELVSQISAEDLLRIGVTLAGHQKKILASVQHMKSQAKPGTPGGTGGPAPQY
# * = called active by the depositor; . = no result given.
# Key to letters: A = PTPN22 inh 2; B = Calb biofilm kill; C = CYP2C9 inhib; D = LYP act; E = HIV Rev-RRE inh; F = PLK1 inh; G = Plk1 PBD FP; H = CYP2C9 activ; I = EphB4 ephrin blk
O=C(NC(CSCc1ccccc1)C(=O)N/N=C/c1ccc(O)cc1O)c1ccc([N+](=O)[O-])cc1 (stereo not drawn)
  A = -1; B = 8; C = 26; D = -2; E = 8; F = -20; G = -21; H = 0.7; I = -2
Cn1c(N/N=C/c2cccs2)cc(=O)n(C)c1=O
  A = 7; B = -2; C = 24; D = -5; E = 4; F = -3; G = 12; H = 0.8; I = 7
OC(CNCc1ccc(F)cc1)(c1ccc(F)cc1)c1ccc(F)cc1
  A = .; B = .; C = 23; D = .; E = 16; F = 0; G = 24; H = 0.8; I = 2
Nc1nc(Nc2ccc(Cl)cc2)nc2ccccc12
  A = 14; B = 1; C = 46; D = -12; E = -9; F = -4; G = 4; H = 0.5; I = 2
O=C(CSc1nnc(Cc2ccccc2)n1Cc1ccco1)NC1CCCC1
  A = -5; B = 8; C = 5; D = 3; E = -4; F = -17; G = 4; H = 0.9; I = -6
O=C(Cn1cnc2c(nnn2Cc2ccc(F)cc2)c1=O)N1CCCCC1
  A = -5; B = -4; C = 3; D = 4; E = 5; F = -12; G = 27; H = 1; I = 1
O=C(/C=C/c1ccccc1)N1CCN(C(=O)c2ccco2)CC1
  A = -5; B = 3; C = .; D = 2; E = 7; F = -9; G = -21; H = .; I = 9
Cc1ccc(C2(C(F)(F)F)NC(=O)N3CCN=C3S2)cc1 (stereo not drawn)
  A = 2; B = -6; C = -4; D = -4; E = -2; F = -11; G = 30; H = 1; I = -3
Cc1cccc(NC(=O)c2ccccc2NC(=O)Cc2ccccc2)c1C
  A = 3; B = .; C = .; D = -1; E = 2; F = -5; G = 12; H = .; I = -1
COc1cccc(C2=NOC(C(=O)Nc3cccc(C(C)=O)c3)C2)c1 (stereo not drawn)
  A = -6; B = 8; C = 21; D = 6; E = 0; F = -2; G = 17; H = 0.8; I = 0
NC(=O)CSc1nc2scc(-c3ccco3)c2c(=O)n1-c1ccccc1
  A = -8; B = 1; C = 38; D = 5; E = 4; F = -1; G = -7; H = 0.6; I = -3
O=C(CSc1nc2ccccc2o1)N1c2ccccc2Sc2ccc(Cl)cc21
  A = 5; B = .; C = 61*; D = -1; E = 7; F = -6; G = -20; H = 0.4; I = 2
CCCn1nnc(NC(=O)C(C)Oc2ccc(Cl)cc2Cl)n1 (stereo not drawn)
  A = 6; B = 4; C = 21; D = -7; E = 2; F = -9; G = 15; H = 0.8; I = -5
COC(=O)c1ccc(CSc2nc3c(cnn3-c3ccc(C)cc3)c(=O)[nH]2)o1
  A = 2; B = 10; C = .; D = -1; E = 2; F = -10; G = -13; H = .; I = -5
O=C(Nc1ccc(S(=O)(=O)N2CCCCC2)cc1)c1ccc(CN2CCc3ccccc3C2)cc1
  A = -1; B = .; C = 68*; D = 6; E = 3; F = -8; G = -15; H = 0.3; I = -3
CCOc1ccc(S(=O)(=O)N(CC(=O)N/N=C/c2ccc(-c3ccc([N+](=O)[O-])cc3)o2)c2ccccc2)cc1
  A = 17; B = .; C = 62*; D = -12; E = 26; F = -25; G = 1; H = 0.4; I = 1
COc1ccc(Nc2nc(Cl)nc(NCc3ccco3)n2)c(OC)c1
  A = -2; B = .; C = -4; D = 7; E = 0; F = -7; G = -21; H = 1; I = 0
CC(C)CC(O)(CC(C)C)C(=O)NNc1ccccc1
  A = -11; B = 8; C = .; D = 10; E = 2; F = -6; G = -3; H = .; I = 3
COc1ccc(N=C2C(=Nc3ccc(OC)cc3)N(c3ccc(OC)cc3)C(=S)N2C(=O)c2ccc(OC)cc2)cc1
  A = -11; B = 10; C = .; D = 7; E = 7; F = -6; G = -3; H = .; I = 0
CC(=O)Cc1ccccc1OC(=O)c1ccco1
  A = 2; B = 7; C = -1; D = -4; E = 7; F = 0; G = -2; H = 1; I = -5
O=C(Nc1ccc(F)cc1)Nc1ccc(Cl)cn1
  A = 0; B = 10; C = 10; D = -3; E = 1; F = -20; G = 22; H = 0.9; I = 3
Cn1c(=O)n(C)c2cc(NS(=O)(=O)c3ccc4c(c3)CCCC4)ccc21
  A = -14; B = -4; C = 21; D = 11; E = 14; F = -18; G = -14; H = 0.8; I = -12
CC(=O)c1ccc(Nc2nc(NCCO)nc(OC(C(F)(F)F)C(F)(F)F)n2)cc1
  A = 2; B = 7; C = .; D = -3; E = 9; F = -12; G = -14; H = .; I = -3
COC(=O)CCCCC(=O)C1C(=O)CC(C)(C)C(C(=O)OC)C1=O (stereo not drawn)
  A = 2; B = 1; C = 13; D = 2; E = 9; F = -2; G = -4; H = 0.9; I = 3
Cc1nn(CC(=O)NCCN2CCOCC2)c(C)c1[N+](=O)[O-]
  A = 8; B = .; C = -12; D = -4; E = 7; F = -7; G = -36; H = 1.1; I = 3
COc1ccc(/C=N/NC(=O)c2ccccc2Cl)cc1CSc1nc2ccccc2s1
  A = 5; B = .; C = 82*; D = -3; E = 10; F = -13; G = -14; H = 0.2; I = 3
O=C(Nc1ccc(NC(=O)C2CC2)nc1)c1ccccn1
  A = 4; B = -1; C = -16; D = -7; E = 5; F = 1; G = 0; H = 1.2; I = -5
CCOC(=O)Cc1csc(NC(=O)CSc2nnc(-c3ccc(F)cc3)o2)n1
  A = -1; B = 9; C = 56*; D = 0; E = 2; F = 5; G = 40*; H = 0.4; I = -4
CCOC(=O)CC(NS(=O)(=O)c1ccc(NC(C)=O)cc1)c1ccc(OCC)cc1 (stereo not drawn)
  A = -6; B = 10; C = .; D = 3; E = 3; F = -16; G = -5; H = .; I = 2
O=C(CSc1n[nH]c(-c2ccncc2)n1)c1ccccc1
  A = -2; B = 0; C = 96*; D = 0; E = 9; F = 16; G = -3; H = 0; I = 6

# Limited to CYP2C9 activ and PLK1 inh, for some of the entries so far:
Structure	CYP2C9 activ	PLK1 inh
CCOc1ccc(S(=O)(=O)N(CC(=O)N/N=C/c2ccc(-c3ccc([N+](=O)[O-])cc3)o2)c2ccccc2)cc1	0.4	-25
COc1ccc(Nc2nc(Cl)nc(NCc3ccco3)n2)c(OC)c1	1	-7
CC(C)CC(O)(CC(C)C)C(=O)NNc1ccccc1	.	-6

# (next part)
# Key to letters: A = PTPN22 inh 2; B = Calb biofilm kill; C = CYP2C9 inhib; D = LYP act; E = HIV Rev-RRE inh; F = PLK1 inh; G = Plk1 PBD FP; H = CYP2C9 activ; I = EphB4 ephrin blk
COc1ccc(Cc2nnc(NC(=O)C3CCCO3)s2)cc1 (stereo not drawn)
  A = 9; B = 8; C = 17; D = -9; E = 3; F = -10; G = -4; H = 0.8; I = 7
COC(=O)c1ccc2c(=O)n(NC(=O)C(c3ccccc3)c3ccccc3)c(=S)[nH]c2c1
  A = -5; B = 5; C = 62*; D = 6; E = 8; F = -2; G = -6; H = 0.4; I = -10
CCOC(=O)N1CCN(C(=O)Nc2ccc(Cl)cc2)CC1
  A = -13; B = 5; C = -9; D = 8; E = 1; F = -18; G = -10; H = 1.1; I = -7
CN(NC(N)=O)c1ncc(C(F)(F)F)cc1Cl
  A = 9; B = .; C = 0; D = -3; E = 7; F = -2; G = 7; H = 1; I = -2
CC(C)(C)C(=O)C(Cc1ccccc1)n1cncn1 (stereo not drawn)
  A = -4; B = -2; C = 56*; D = 4; E = 0; F = -6; G = -11; H = 0.4; I = 1
Cc1ccc(C(=O)Nc2ncc(Cc3ccccc3)s2)o1
  A = -7; B = 1; C = 11; D = 7; E = 0; F = -7; G = -19; H = 0.9; I = -6
COc1ccc(NC(=O)c2ccccn2)cc1
  A = -3; B = .; C = 20; D = 9; E = 4; F = -3; G = -2; H = 0.8; I = -5
CCN1CCN(C(=O)CN(C)S(=O)(=O)c2ccc(OC)cc2)CC1
  A = 9; B = 8; C = -20; D = -5; E = 4; F = -20; G = 15; H = 1.2; I = 2
CCN(CC)CCN1C(=O)C(O)=C(C(=O)c2cc3ccccc3o2)C1c1cccnc1 (stereo not drawn)
  A = -6; B = 2; C = -26; D = 3; E = 2; F = -12; G = 13; H = 1.3; I = -6
Cc1ccc2[nH]c3c(=O)n(CCCN4CCOCC4)cnc3c2c1
  A = -6; B = 5; C = -1; D = 6; E = 11; F = -5; G = -3; H = 1; I = 0
Cc1ccc(C(c2ccc(C)o2)c2cccc([N+](=O)[O-])c2O)o1
  A = 2; B = -5; C = 7; D = 1; E = 5; F = -1; G = -23; H = 0.9; I = 9
Cc1cccc(C)c1NC(=O)C1(NC(=O)c2cnccn2)CCCCC1
  A = -9; B = 1; C = 5; D = 7; E = .; F = -10; G = 5; H = 1; I = .
Cc1ccc(SC(C)c2nc(-c3ccccc3)no2)cc1 (stereo not drawn)
  A = -10; B = 2; C = 85*; D = 7; E = 22; F = -17; G = 0; H = 0.2; I = 0
O=C(CCC(=O)NC1CCCCCCC1)Nc1nnc(C(F)(F)F)s1
  A = 12; B = 3; C = 83*; D = -12; E = 14; F = -6; G = 0; H = 0.2; I = 1
CCOc1ccc(C(C)NC(=O)Nc2ccccc2C(=O)OC)cc1 (stereo not drawn)
  A = -4; B = 0; C = 41; D = 4; E = 8; F = 0; G = -4; H = 0.6; I = 7
COc1ccc(CCNC(=O)COC(=O)c2cnc(C)cn2)cc1OC
  A = 3; B = 9; C = -3; D = -6; E = 5; F = -7; G = -8; H = 1; I = 7
O=C(CCC(=O)c1ccc[nH]1)c1ccc(Cl)cc1
  A = 0; B = 7; C = 12; D = -1; E = 6; F = -6; G = 5; H = 0.9; I = 3
Cc1ccccc1-n1c(SCC(N)=O)nc2sc(-c3ccccc3)cc2c1=O
  A = 1; B = .; C = 84*; D = -2; E = 2; F = -11; G = -10; H = 0.2; I = 0
CN(Cc1ccccc1)C(=O)Cn1nc(C(F)(F)F)c2c1CCC2
  A = 5; B = 3; C = -18; D = -2; E = 12; F = 1; G = 10; H = 1.2; I = 4
CC12C(=O)N(c3cccc(OC(=O)c4ccco4)c3)C(=O)C1C1c3ccccc3C2c2ccccc21 (stereo not drawn)
  A = -1; B = .; C = 24; D = 1; E = 9; F = -10; G = -1; H = 0.8; I = 1
CN=C1CC(C)(C)CC(=O)/C1=C(/O)CCC(=O)NC
  A = 3; B = 7; C = .; D = -1; E = 5; F = -13; G = -17; H = .; I = 0
COc1cccc(-c2nc(CS(=O)(=O)CC(=O)NCc3ccccc3OC)c(C)o2)c1
  A = -6; B = .; C = .; D = 3; E = 15; F = 3; G = 15; H = .; I = 1
COc1ccc(Cn2nnnc2C(c2ccccc2Cl)N2CCN(C3CCCC3)CC2)cc1 (stereo not drawn)
  A = 1; B = 5; C = 33; D = -3; E = 7; F = 7; G = -7; H = 0.7; I = 3
COc1ccc(CCNC(=O)CSc2nc(O)c(C(C)C)c(=O)[nH]2)cc1OC
  A = 5; B = 6; C = .; D = -6; E = 4; F = -8; G = 8; H = .; I = -4
COc1ccccc1C(=O)Nc1nc(-c2cccs2)c(NC(C)=O)s1
  A = -6; B = 6; C = 4; D = 8; E = 2; F = -17; G = 4; H = 1; I = -3
Cc1sc2nc(SCC(=O)N(CCO)CCO)n(C3CCCCC3)c(=O)c2c1C
  A = 6; B = 2; C = 16; D = -7; E = 9; F = -6; G = -23; H = 0.8; I = 0
Cc1ccc(NCc2nnc(SCC(=O)Nc3ncc(C)s3)n2CC2CCCO2)c(C)c1 (stereo not drawn)
  A = 1; B = 7; C = 25; D = -2; E = 2; F = 0; G = 0; H = 0.7; I = -6
CC1(c2ccc3noc(-c4ccc(F)cc4)c3c2)OCCO1
  A = 0; B = 7; C = 14; D = 2; E = 11; F = -33; G = -3; H = 0.9; I = -2
CC(=O)Nc1ccc(S(=O)(=O)NCCC(=O)OCCN2C(=O)c3ccccc3C2=O)cc1
  A = -8; B = -3; C = 93*; D = 6; E = 1; F = -1; G = 0; H = 0.1; I = -2

# Screens deposited in PubChem BioAssay by several laboratories.
